Bioassay records: PubChem BioAssay, National Center for Advancing Translational Sciences (NCATS)
S3 lipid droplet = qHTS Assay for Lipid Storage Modulators in Drosophila S3 Cells; 0.64% of 320,000 active; AID 2685; Drosophila S3 cells, BODIPY lipid droplet fluorescence, 18-24 h; cells fed with added oleic acid; lipid storage change, negative = inhibition, % at the top dose, mostly 46.1 µM; hits show Potency in µM; active = well fitted inhibition curve with a large enough effect in the signal ratio, with a control signal flat, not every such curve was filed as active; inconclusive = small, poorly fitted or top-dose-only effect, or effect the other way, or a change in a side signal; the % refers to the signal ratio
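Drosophila S3 cells got compounds at several concentrations plus oleic acid (400 uM solution). Laser-scanning cytometry with 488 nm excitation read lipid droplets at 500-530 nm and cells at 575-640 nm. Percent activity was relative to 20 uM Triacsin C.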
S3 lipid droplet cell count max = second read-out of S3 lipid droplet, no call of its own (marks repeat the call); cell number change, %; measured here: cell count max response;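 cells counted by Cell Tracker Red CMTPX staining in the red channel; peak over a dose series mostly up to 46.1 µM; percent activity relative to internal control wells on each plate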
* hit, by the source's call; [ ] = another dose, or the depositor's remark. % is set by controls: 0 for no effect and ±100 for the full control effect; potency is the fitted concentration of half-maximal effect. These rows are one share of the data (hit frequency here may not be typical).

Screening Cc1c(NC(=O)/C(C#N)=C/c2ccc(-c3ccc(Cl)c(Cl)c3)o2)c(=O)n(-c2ccccc2)n1C returned S3 lipid droplet -3% and S3 lipid droplet cell count max -7.
CCNC(=O)COn1c(SCC(=O)NCC)nc2ccccc2c1=O was read as S3 lipid droplet -10% and S3 lipid droplet cell count max 6.
Screening CC(NC(=O)CN1CCN(c2ccccc2F)CC1)c1ccccc1 (configuration not stated) returned S3 lipid droplet inconclusive.
For COc1ccc(NC2=C(C(C)=O)C(c3ccc(OC)cc3)C(C(C)=O)C(C)(O)C2)cc1 (configuration not stated) the results were S3 lipid droplet 9% and S3 lipid droplet cell count max 11.
Screening C=CCN(c1nc(C)cc(OC)n1)S(=O)(=O)c1ccccc1 returned S3 lipid droplet 13% and S3 lipid droplet cell count max 6.
For C=CCc1cccc2cc(C(=O)N3CCOCC3)c(=O)oc12 the results were S3 lipid droplet inconclusive.
`CCCCCCC(=O)NCC(=O)OCC(=O)c1ccccc1` gave S3 lipid droplet inconclusive.
For CN1CCCC(OC(=O)c2cccc(S(=O)(=O)N3CCCCCC3)c2)C1 (configuration not stated) the results were S3 lipid droplet -7% and S3 lipid droplet cell count max 5.
CC12CN(C(=O)c3ccccc3)C3(C#N)CC1CCC23C (configuration not stated) was read as S3 lipid droplet inconclusive.
CCCCn1c(SCc2cc(=O)[nH]c3ccccc23)nc2c1c(=O)n(C)c(=O)n2C was read as S3 lipid droplet inconclusive.
`NC(=O)c1ccc(-c2c(-c3ccccc3)sc3ccccc23)cc1` gave S3 lipid droplet inconclusive.
Cc1sc2ncnc(SC(C)C(=O)N3c4ccccc4Sc4ccccc43)c2c1C (configuration not stated) was read as S3 lipid droplet -2% and S3 lipid droplet cell count max -7.

Continued; the last 7 above are carried over.
For C=CCc1cccc2cc(C(=O)N3CCOCC3)c(=O)oc12 the results were S3 lipid droplet inconclusive.
`CCCCCCC(=O)NCC(=O)OCC(=O)c1ccccc1` gave S3 lipid droplet inconclusive.
For CN1CCCC(OC(=O)c2cccc(S(=O)(=O)N3CCCCCC3)c2)C1 (configuration not stated) the results were S3 lipid droplet -7% and S3 lipid droplet cell count max 5.
CC12CN(C(=O)c3ccccc3)C3(C#N)CC1CCC23C (configuration not stated) was read as S3 lipid droplet inconclusive.
CCCCn1c(SCc2cc(=O)[nH]c3ccccc23)nc2c1c(=O)n(C)c(=O)n2C was read as S3 lipid droplet inconclusive.
`NC(=O)c1ccc(-c2c(-c3ccccc3)sc3ccccc23)cc1` gave S3 lipid droplet inconclusive.
Cc1sc2ncnc(SC(C)C(=O)N3c4ccccc4Sc4ccccc43)c2c1C (configuration not stated) was read as S3 lipid droplet -2% and S3 lipid droplet cell count max -7.
`Nc1nonc1-n1nnc(C(=O)N/N=C/c2ccc3c(c2)OCO3)c1CSc1ccccc1` gave S3 lipid droplet -20% and S3 lipid droplet cell count max -2.
For CCOC(=O)c1nn(-c2ccccc2)c(=O)cc1SC1CCCCC1 the results were S3 lipid droplet inconclusive.
For O=C(Nc1ccc(Cl)cc1)c1csc(-c2ccccc2)n1 the results were S3 lipid droplet inconclusive.
O=C(OC1CCCCC1)c1ccc(NC(=O)C2CCCCC2)cc1 was read as S3 lipid droplet inconclusive.
For CCN(CC(=O)Nc1c(F)cccc1F)C(=O)C1CCN(c2ncnc3sc(C)c(C)c23)CC1 the results were S3 lipid droplet inactive.
`O=C(NCc1ccccc1Cl)c1cc([N+](=O)[O-])ccc1Cl` gave S3 lipid droplet inconclusive.
`CCc1ccc(C(=O)N2CCN(S(=O)(=O)c3sc(C(=O)O)c(C)c3C(=O)O)CC2)cc1` gave S3 lipid droplet inconclusive.
For O=C(Nc1nc2ccsc2c(=O)s1)c1ccc(F)cc1Cl the results were S3 lipid droplet inconclusive.
Screening COC(=O)c1ccccc1NC(=O)N1CCc2ccc(NC(=O)c3ccccn3)cc2C1 returned S3 lipid droplet inconclusive.
Screening CN1CCN(/N=C/c2nc(-c3cccc([N+](=O)[O-])c3)n3ccccc23)CC1 returned S3 lipid droplet -10% and S3 lipid droplet cell count max -6.
Screening COc1ccnc(N=CNOCc2ccc(F)cc2Cl)c1C#N returned S3 lipid droplet inconclusive.
O=C(CCC(=O)N1CCOCC1)NCCc1ccc(F)cc1 was read as S3 lipid droplet inconclusive.
For COC(=O)c1ccc(OC(=O)c2ccccc2F)cc1 the results were S3 lipid droplet inconclusive.
`C=CCn1c(SCC(=O)Nc2ccccc2F)nc2ccccc2c1=O` gave S3 lipid droplet inconclusive.
Screening CC(=O)c1cccc(NC(=O)N2C3CCC2CC(NC(=O)C2CC2)C3)c1 (configuration not stated) returned S3 lipid droplet inconclusive.
Screening COC(=O)c1ccccc1C(=O)N1CCOCCOCCOCC1 returned S3 lipid droplet 7% and S3 lipid droplet cell count max -23.
For Cc1ccccc1C(=O)Nc1nnc(SCC(=O)NC2CC2)s1 the results were S3 lipid droplet inactive[0.369 µM] and S3 lipid droplet cell count max -7.
`Cc1ccc(Sc2ncccc2C(=O)NCC(c2ccc(F)cc2)N2CCOCC2)cc1C` (configuration not stated) gave S3 lipid droplet inconclusive.
Screening O=C(NCc1ccccn1)C1CCCN(S(=O)(=O)c2ccccc2)C1 (configuration not stated) returned S3 lipid droplet inactive.
CCOC(=O)CCCNC(=O)CN1C(=O)NC2(CCCCCC2)C1=O was read as S3 lipid droplet inconclusive.
Screening S=c1[nH]nc(-c2cccs2)n1/N=C/c1cn(-c2ccccc2)nc1-c1ccccc1 returned S3 lipid droplet 0% and S3 lipid droplet cell count max -3.
For COc1ccc(/C=C2\SC(=S)N(NC(=O)c3csc4c3CCCC4)C2=O)cc1 the results were S3 lipid droplet inconclusive.
Cc1nn(S(=O)(=O)c2ccc(C(C)C)cc2)c(C)c1S(=O)(=O)N1CCOCC1 was read as S3 lipid droplet inactive.
`O=C(c1ccc(Cl)cc1)N1CCCCC(Cl)C1=O` (configuration not stated) gave S3 lipid droplet inconclusive.
For Cc1ccc(C(=O)SC2=NCCS2)cc1 the results were S3 lipid droplet 0% and S3 lipid droplet cell count max 15.
Cc1cc(C)c(NC(=O)CSc2nc3ncc(Cl)cc3[nH]2)c(C)c1 was read as S3 lipid droplet inconclusive.
`CC1=C(C#N)C(c2ccc3ncccc3c2)C(C#N)=C(C)N1` gave S3 lipid droplet inconclusive.
`Cc1ccccc1C(=O)NC(=S)Nc1ccc2[nH]c(=O)[nH]c2c1` gave S3 lipid droplet inconclusive.
Screening CC(=O)C1=C(O)C(=O)N(c2ccc(Br)cn2)C1c1ccc(Br)cc1 (configuration not stated) returned S3 lipid droplet inconclusive.
For CCOC(=O)C1=C(N)n2c(s/c(=C\c3cccs3)c2=O)=C(C(=O)OCC)C1c1cccs1 (configuration not stated) the results were S3 lipid droplet inconclusive.
`C1CCc2nnc(-c3nnc4n3CCCCC4)n2CC1` gave S3 lipid droplet inconclusive.
C/C(=N/Nc1ncc(Br)cn1)c1ccc(Br)cc1 was read as S3 lipid droplet inconclusive.
Screening Cc1c(C#N)c(N)nc2c3c(sc12)NC(=O)CC3c1ccc(F)cc1 (configuration not stated) returned S3 lipid droplet 1% and S3 lipid droplet cell count max 8.
For CC(=O)c1ccc(NC(=O)Cn2nc(C)cc2C)cc1 the results were S3 lipid droplet -3% and S3 lipid droplet cell count max 3.
`COc1ccc2c(c1)c(CC(=O)Nc1ccccc1OC)c(C)n2C(=O)c1ccc(Cl)cc1` gave S3 lipid droplet -1% and S3 lipid droplet cell count max 1.
Cc1ccc(S(=O)(=O)Cn2nnnc2C(CC(C)C)N2CCN(c3ccccc3)CC2)cc1 (configuration not stated) was read as S3 lipid droplet 1% and S3 lipid droplet cell count max 0.
`Nc1ncnc2c1ncn2CCNCCc1ccccc1` gave S3 lipid droplet -5% and S3 lipid droplet cell count max 3.
For Nc1ncnc2c1ncn2[C@@H]1O[C@H](COP(=O)(O)O)[C@@H](O)[C@H]1O the results were S3 lipid droplet inconclusive.
Screening COc1cc2ccccc2cc1C(=O)OCc1nc2ccsc2c(=O)[nH]1 returned S3 lipid droplet inconclusive.
O=C(/C=C/c1cccc(F)c1)N1CCN(c2ncccn2)CC1 was read as S3 lipid droplet inactive and S3 lipid droplet cell count max 42.
Screening CCn1c(SCC(=O)N2CCCC2=O)nnc1-c1cccs1 returned S3 lipid droplet 0% and S3 lipid droplet cell count max -1.
`N#C/C(=C\c1ccccc1C(F)(F)F)C(=O)Nc1ccccc1F` gave S3 lipid droplet 3% and S3 lipid droplet cell count max 2.
COc1cc(NC(=O)COc2ccccc2C)ccc1NC(=O)c1ccco1 was read as S3 lipid droplet inconclusive.
Cn1c(N)c(C(=O)COC(=O)CCCc2c[nH]c3ccccc23)c(=O)n(C)c1=O was read as S3 lipid droplet inconclusive.
Cc1ccccc1Nc1scc(-c2ccc(Br)cc2)[n+]1-c1ccccc1C was read as S3 lipid droplet inconclusive.
`CCOc1nc(C)ccc1-c1noc(-c2ccco2)n1` gave S3 lipid droplet inconclusive.
O=C(Cc1n[nH]c(=O)c2ccccc12)OCC(=O)c1ccc(OC(F)F)cc1OC(F)F was read as S3 lipid droplet -7% and S3 lipid droplet cell count max 12.
For COc1ccc(CC(NC(C)=O)C(=O)NC2CCN(c3c(Cc4ccccc4)c(C)nc4ncnn34)CC2)c(OC)c1 (configuration not stated) the results were S3 lipid droplet 5% and S3 lipid droplet cell count max 7.
Screening COc1ccc(N=Cc2c(O)[nH]c3ccccc23)cc1 returned S3 lipid droplet inconclusive.
CC(=O)c1ccc(Oc2ccc(C(=O)c3ccc(C)c(C)c3)cc2[N+](=O)[O-])cc1 was read as S3 lipid droplet inconclusive.
O=C(Nc1ccccc1)N1CCCC1c1cccs1 (configuration not stated) was read as S3 lipid droplet 11% and S3 lipid droplet cell count max 11.
`Cc1cc(NCc2ccccc2)nc(-c2ccccc2O)n1` gave S3 lipid droplet inconclusive.
Screening Cc1ccc(CN2CCN(/N=C/C=C/c3ccccc3[N+](=O)[O-])CC2)cc1 returned S3 lipid droplet inactive and S3 lipid droplet cell count max 16.
COc1ccc(NC(=O)CSCC(=O)Nc2nnc(C3CC3)s2)cc1 was read as S3 lipid droplet 25% and S3 lipid droplet cell count max 25.
For CCCN(CC(=O)Nc1ccccc1C)C(=O)c1ccc2ccccc2n1 the results were S3 lipid droplet inconclusive.
Cc1ccc(N=Nc2c(O)n(CN3CCOCC3)c3ccccc23)cc1 was read as S3 lipid droplet inconclusive.
For O=C(CCc1ccccc1)NC(c1cccs1)c1cc(Cl)c2cccnc2c1O (configuration not stated) the results were S3 lipid droplet -1% and S3 lipid droplet cell count max -19.
Screening COc1ccccc1Nc1nnc(Cc2ccccc2)c(=O)[nH]1 returned S3 lipid droplet -12% and S3 lipid droplet cell count max -21.
For O=c1oc2cc(O[C@@H]3OC[C@@H](O)[C@H](O)[C@H]3O)ccc2c2ccccc12 the results were S3 lipid droplet inconclusive.
For O=C(CCCN1C(=O)c2ccccc2C1=O)Nc1ccccc1 the results were S3 lipid droplet inconclusive.
`Cc1ccccc1NC(=O)CSc1nnc(Cc2ccccc2)o1` gave S3 lipid droplet inactive.
For CCC(C(=O)NCc1cccnc1)n1nc(C)c2sc3ccccc3c2c1=O (configuration not stated) the results were S3 lipid droplet inactive and S3 lipid droplet cell count max -1.
For CCOC(=O)CSC1=Nc2ccccc2C2=NC(CC(=O)NCc3ccc(OC)cc3)C(=O)N12 (configuration not stated) the results were S3 lipid droplet 8% and S3 lipid droplet cell count max 9.
CCOC(=O)C(NC(=O)OC(C)C)(Nc1nccs1)C(F)(F)F (configuration not stated) was read as S3 lipid droplet inconclusive.
For CC(C)(C)SCCNC(=O)CN1C(=O)c2cccc3cccc1c23 the results were S3 lipid droplet inconclusive.
`O=C(C1=COCCO1)N(Cc1nnc(-c2ccccc2Cl)o1)C1CC1` gave S3 lipid droplet 0% and S3 lipid droplet cell count max -5.
`Nc1nn(-c2ccccc2)c(N)c1N=Nc1cccc(F)c1` gave S3 lipid droplet -6% and S3 lipid droplet cell count max 0.
For Cc1cc(C)c(S(=O)(=O)c2ccccc2)c(Cl)n1 the results were S3 lipid droplet inactive.
`Cc1cc(-n2c(C)cc(C(=O)COc3ccc([N+](=O)[O-])cc3)c2C)no1` gave S3 lipid droplet -10%[9.22 µM] and S3 lipid droplet cell count max -2.
Cc1ccccc1NC(=S)N1CCN(Cc2ccc3c(c2)OCO3)CC1 was read as S3 lipid droplet 9% and S3 lipid droplet cell count max 3.
`Nc1nnc(CC(=O)N/N=C/c2cccc([N+](=O)[O-])c2)s1` gave S3 lipid droplet inconclusive.
`CCOC(=O)Cn1c(C)cc(COC)c(C#N)c1=O` gave S3 lipid droplet inconclusive.

Quoted at random: 3 records from the list.
For Cc1cc(C)c(S(=O)(=O)c2ccccc2)c(Cl)n1 the results were S3 lipid droplet inactive.
`Nc1nn(-c2ccccc2)c(N)c1N=Nc1cccc(F)c1` gave S3 lipid droplet -6% and S3 lipid droplet cell count max 0.
`Cc1cc(-n2c(C)cc(C(=O)COc3ccc([N+](=O)[O-])cc3)c2C)no1` gave S3 lipid droplet -10%[9.22 µM] and S3 lipid droplet cell count max -2.

Additional structures follow.
For CN1C(=O)C(CC(=O)NCC2CCCCC2)SC1=Nc1ccccc1 (configuration not stated) the results were S3 lipid droplet inconclusive.
Cc1sc(-n2c(C)ccc2C)c(C#N)c1C was read as S3 lipid droplet 7% and S3 lipid droplet cell count max -7.
Screening COC(=O)c1cc(OC)c(OC)cc1NC(=O)CCNC(=O)c1ccco1 returned S3 lipid droplet inconclusive.
`O=C(CSc1nc(-c2ccccc2)c(-c2ccccc2)[nH]1)NCc1ccco1` gave S3 lipid droplet inconclusive.
